Bioassay records: PubChem, The Scripps Research Institute Molecular Screening Center
pPAFAH inh – pPAFAH enzyme inhibitors, primary screen, biochemical, fluorescence polarization, human; recombinant pPAFAH, FP-rhodamine probe fluorescence polarization; Platelet-activating factor acetylhydrolase (Homo sapiens), Q13093; inhibition, % at 3.39 µM; AID 463082, 2010; 1.5% of 330,000 active;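 active means inhibition above the mean inhibition across the screen plus 3 SD, cut at about 25% in these data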;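 further: inhibitors block binding of the rhodamine activity-based probe so polarization drops; 0% = enzyme with DMSO and 100% = wells lacking pPAFAH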
LYPLA1 inh – LYPLA1 inhibitors, primary screen, counter-screen for PME1 inhibitor project, biochemical, fluorescence polarization, FP-Rh probe ABPP; recombinant LYPLA1; Acyl-protein thioesterase 1 (Homo sapiens), O75608; inhibition, % at 5.9 µM; 0.16% of 320,000 active;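 active means inhibition above the mean of all tested compounds plus 3 SD, set per campaign, cut at about 14% in these data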;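 further: inhibitors block serine hydrolase probe labeling of LYPLA1 so polarization falls; 0% = enzyme with DMSO and 100% = wells lacking LYPLA1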
Target sequence (O75608 whole entry, looked up): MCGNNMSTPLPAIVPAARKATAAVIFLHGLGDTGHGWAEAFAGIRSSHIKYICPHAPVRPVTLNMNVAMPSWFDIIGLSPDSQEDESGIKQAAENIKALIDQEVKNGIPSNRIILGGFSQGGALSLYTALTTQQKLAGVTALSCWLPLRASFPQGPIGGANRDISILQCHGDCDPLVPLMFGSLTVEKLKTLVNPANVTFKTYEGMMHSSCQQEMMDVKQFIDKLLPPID
PAFAH1B2 inh – PAFAH1B2 enzyme inhibitors, primary screen, biochemical, fluorescence polarization, human; Platelet-activating factor acetylhydrolase IB subunit alpha2 (Homo sapiens), P68402; recombinant PAFAH1B2, FP-rhodamine activity probe; inhibition, % at 3.39 µM; 1.2% of 340,000 active;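 active means inhibition above the mean of all tested compounds plus 3 SD, cut at about 24% in these data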;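 further: 0% = enzyme with DMSO and 100% = wells lacking PAFAH1B2; many of its hits are not listed in these tables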
Target sequence (P68402 whole entry, looked up): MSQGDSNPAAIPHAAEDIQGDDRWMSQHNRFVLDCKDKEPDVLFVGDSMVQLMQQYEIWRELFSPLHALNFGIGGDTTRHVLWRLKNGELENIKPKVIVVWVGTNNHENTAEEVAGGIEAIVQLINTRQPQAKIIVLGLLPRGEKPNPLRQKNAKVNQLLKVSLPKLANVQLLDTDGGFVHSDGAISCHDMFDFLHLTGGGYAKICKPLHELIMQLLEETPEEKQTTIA
PME-1 inh – PME-1 inhibitors via competitive probe labeling, primary screen, biochemical, fluorescence polarization, FP-Rh probe, HTS; recombinant PME-1; 0.53% of 320,000 active; AID 2130, 2009; Protein phosphatase methylesterase 1 (Homo sapiens), Q9Y570; inhibition, % at 5.9 µM;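 active means inhibition above the campaign mean of all compounds plus 3 SD, cut at about 26% in these data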;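 further: competitive labeling of PME-1 active site by serine hydrolase directed probe; 0% = PME-1 with DMSO and 100% = wells lacking PME-1 enzyme; inhibitors block probe labeling so polarization falls and inhibition rises; many of its hits are not listed in these tables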
GSTO1 inh – inhibitors of recombinant GSTO1, primary screen, counter-screen for RBBP9 inhibitor project, biochemical, fluorescence polarization. 1.1% of 300,000 active. AID 1974, 2009. activity-based probe fluorescence polarization. Glutathione S-transferase omega-1 (Homo sapiens), P78417. inhibition, % at 5.96 µM;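 active means inhibition above the campaign mean inhibition plus 3 SD, cut at about 35% in these data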;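 further: 0% = GSTO1-1 with DMSO and 100% = wells lacking GSTO1-1 enzyme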
Target sequence (P78417 whole entry, looked up): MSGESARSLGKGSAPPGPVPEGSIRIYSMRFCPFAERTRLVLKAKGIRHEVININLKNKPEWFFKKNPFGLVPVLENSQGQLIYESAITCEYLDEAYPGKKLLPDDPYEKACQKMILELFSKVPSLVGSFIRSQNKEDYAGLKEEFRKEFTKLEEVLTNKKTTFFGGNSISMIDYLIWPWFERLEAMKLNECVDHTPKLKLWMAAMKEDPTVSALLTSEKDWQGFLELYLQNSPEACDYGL
PAFAH1B3 FP inh – PAFAH1B3 enzyme inhibitors, primary screen, biochemical, fluorescence polarization, human; inhibition, % at 3.39 µM; 0.28% of 340,000 active; recombinant PAFAH1B3, FP-rhodamine probe; AID 492972, 2010;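 active means inhibition above the screen-wide average of all tested compounds plus 3 SD, cut at about 25% in these data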;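 further: 0% = enzyme with DMSO only and 100% = wells lacking PAFAH1B3 protein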
Target sequence (Q15102 whole entry, looked up): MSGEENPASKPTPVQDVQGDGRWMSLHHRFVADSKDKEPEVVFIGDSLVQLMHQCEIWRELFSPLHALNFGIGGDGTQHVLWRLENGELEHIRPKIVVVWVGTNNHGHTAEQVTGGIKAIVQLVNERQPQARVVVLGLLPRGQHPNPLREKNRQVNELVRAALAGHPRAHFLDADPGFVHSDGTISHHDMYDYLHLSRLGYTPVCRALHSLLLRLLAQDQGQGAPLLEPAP
PAD4 FP inh – human PAD4 inhibitors, primary screen, biochemical, fluorescence polarization, 1536-well format | Protein-arginine deiminase type-4 (Homo sapiens), Q9UM07 | recombinant PAD4, RCA probe fluorescence polarization | inhibition, % at 6.36 µM | 0.41% of 330,000 active | AID 485272, 2010;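 active means percent inhibition above a cutoff equal to the mean of all tested compounds plus 3 SD, cut at about 15% in these data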;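 further: 0% = PAD4 with RCA probe and DMSO and 100% = probe without PAD4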
PREPL inhibitor – PREPL enzyme inhibitors, primary screen, biochemical, fluorescence polarization. AID 2751, 2010. inhibition, % at 5.96 µM. 0.68% of 320,000 active. Prolyl endopeptidase-like (Homo sapiens), Q4J6C6. recombinant PREPL, fluorescence polarization activity-based probe; in the data active means inhibition above about 43%;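 further: 0% = enzyme with DMSO and 100% = wells lacking enzyme; many of its hits are not listed in these tables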
LYPLA2 counter – LYPLA2 inhibitors, primary screen, counter-screen for PME1 inhibitor project, biochemical, fluorescence polarization, FP-Rh probe ABPP | inhibition, % at 5.9 µM | recombinant LYPLA2 | 0.38% of 320,000 active;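 active means inhibition above the screen-wide mean plus 3 SD, limit set per campaign, cut at about 26% in these data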;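 further: 0% = LYPLA2 with DMSO and 100% = wells lacking LYPLA2 enzyme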
* hit, by the source's call; . = not tested or not shown. Only part of the results is shown, so the mix of outcomes need not match the whole.

SMILES	pPAFAH inh	LYPLA1 inh	PAFAH1B2 inh	PME-1 inh	GSTO1 inh	PAFAH1B3 FP inh	PAD4 FP inh	PREPL inhibitor	LYPLA2 counter
Cc1ccc(C)c(NC(=O)c2ccc3ccccc3n2)c1	2	-1	-3	-8	-2	4	2	-8	2
COc1ccccc1N(CCN1C(=O)c2cccc3cccc(c23)C1=O)C(=O)c1ccncc1	0	-1	.	-1	8	.	-1	2	-3
O=C(Nc1ccc2c(c1)OCO2)c1c(F)cccc1F	4	1	10	-3	7	2	1	4	0
COc1ccc(NC(=O)COC(=O)c2cccn2C)cc1S(=O)(=O)N1CCCCC1	-2	.	0	.	.	4	0	19	.
Cn1cccc1Cc1nnc(SCC(=O)NCC2CCCO2)n1-c1ccc(F)cc1 (stereo unspecified)	2	3	2	3	2	4	2	4	-1
Cc1nn(C)cc1S(=O)(=O)NC1CCCC1	-5	1	7	-11	10	7	2	-2	-5
CC(C)CNC(=O)C1CCN(c2ccc(S(=O)(=O)N3CCOCC3)cc2)CC1	4	0	0	9	7	4	3	-3	-3
COc1ccc(OC)c(S(=O)(=O)NCc2cn3cccc(C)c3n2)c1	-3	-1	-1	-3	-6	3	-5	3	0
O=c1c2[nH]c3ccccc3c2ncn1CCN1CCNCC1	3	1	-2	0	6	7	-5	1	5
CCOC(=O)c1ccc(NCCOC)c([N+](=O)[O-])c1	1	2	3	0	2	3	-5	5	2
Cc1ccc(NC(=O)COC(=O)c2ccc3c(c2)OCO3)cc1S(=O)(=O)N1CCCCC1	17	-15	-3	-12	-2	-1	0	8	-26
CC(C)COP(=O)(c1ccc(N(C)C)cc1)C(O)c1cccnc1 (stereo unspecified)	-3	4	-4	-1	6	6	4	7	1
COc1ccccc1NC(=O)/C(=C/c1ccncc1)NC(=O)c1ccccc1	3	-1	-4	-3	-2	1	-1	1	2
Cc1onc(-c2c(F)cccc2Cl)c1C(=O)N1CCCCC1	8	0	-5	1	-1	-6	0	-4	4
CN(C(=O)CSc1ncn[nH]1)C1(C#N)CCCCC1	6	.	-3	.	.	0	-3	18	.
Cn1cnc(Sc2ncnc3nc[nH]c23)c1[N+](=O)[O-]	0	1	4	5	4	7	-4	-4	0
CC(=O)Nc1ccc(NC(=O)C2CC(=O)N(c3ccc(Cl)cc3)C2)cc1 (stereo unspecified)	1	-1	-2	0	4	-2	-3	5	2
Brc1ccc(-c2nc(N/N=C/c3cccnc3)c3ccccc3n2)cc1	-3	-21	-8	-1	-44	-7	-6	3	-23
Fc1cc(F)cc(NC(=S)N2CCN(c3ncccn3)CC2)c1	3	1	-6	-2	5	11	-1	8	-2
O=C(C1CCCCC1)N1CCN(C(=O)C2CCCCC2)CC1	14	2	2	0	0	0	2	2	10
CCc1cc(C(=O)OC)c(NC(=O)CC2Sc3ccc(C(F)(F)F)cc3NC2=O)s1 (stereo unspecified)	0	-3	3	2	3	9	0	7	-2
O=C(NCCCc1ccc(F)cc1)C1CCC(=O)N(CCCN2CCCC2=O)C1 (stereo unspecified)	1	1	-2	-15	9	3	-1	27	1
COc1ccccc1N1C(=O)CC1(C#N)c1ccc(OCc2ccccc2)cc1 (stereo unspecified)	8	-4	7	-4	4	3	2	0	-1
O=C(CCN1C(=O)c2ccccc2C1=O)NCc1ccncc1	3	4	0	-2	6	6	-3	15	-3
O=C(O)CSc1ncnc2nc[nH]c12	1	0	1	4	-3	6	-1	15	2
COc1cccc(-c2noc(Cn3nc(C)c([N+](=O)[O-])c3C)n2)c1	-2	-3	-9	-1	-3	2	1	10	-3
Cc1ccccc1OCC(=O)OC(C)CN1CCN(C)CC1 (stereo unspecified)	0	-4	-2	-4	3	9	-1	7	-3
COc1ccc(CNC(=O)C(=O)c2cn(CC(=O)N3CCOCC3)c3ccccc23)cc1	-5	0	0	-2	1	11	-1	-3	2
O=C(c1ccc(Br)cc1)N1CCCC1	-1	-2	2	8	0	4	-1	2	2
Cc1onc(-c2ccccc2Cl)c1C(=O)Nc1nnc(-c2ccc(Cl)cc2Cl)s1	4	-5	2	-1	-12	0	-3	3	-1
Cc1[nH]n(-c2ccc([N+](=O)[O-])cc2)c(=O)c1/C=N/N1CCOCC1	4	-3	0	-1	7	0	-6	-3	-2
O=C(/C=C/c1ccco1)Nc1sc2c(c1C(=O)O)CCC2	18	-1	18	-2	-29	-2	4	10	-3
C=CCNC(=O)CN1N=C(c2ccc(C)cc2)CCC1=O	2	2	4	0	6	8	-1	-3	1
CC(=O)c1ccc(NC(=S)N2CCCC(C(F)(F)F)C2)cc1 (stereo unspecified)	1	-3	4	4	3	-3	-1	6	-3
CC(C)C(NC(=O)CNC(=O)OC(C)(C)C)C(=O)NCc1ccccc1 (stereo unspecified)	-3	-2	3	3	4	7	0	18	1
CCC(=O)NC(Nc1sc2c(c1C(=O)OC)CCCC2)(C(F)(F)F)C(F)(F)F	2	2	1	1	-1	12	-2	2	-9
CC1Oc2ccccc2C=C1/C=N/NC(=O)[C@@H](C)NC(=O)OC(C)(C)C (stereo partly specified)	1	0	4	1	-3	3	0	28	-4
CCCCN(C(=O)c1ccc(-c2ccc(Cl)cc2)o1)c1c(N)n(CC(C)C)c(=O)[nH]c1=O	3	-1	-3	2	.	3	-6	6	-1
Nc1cc(N)nc(SCC(=O)Nc2ccc3c(c2)OCO3)n1	1	0	3	-1	22	9	-5	12	3
COc1ccc(CCNC(=O)COC(=O)c2cc3ccccc3oc2=O)cc1OC	1	.	-4	.	.	9	-12	7	.
CCOC(=O)c1ccc[n+](CC(=O)c2ccc(NC(=O)c3ccccc3)cc2)c1	4	-5	3	-3	-2	9	4	-8	-6
CN(C)CCCNC(=O)c1ccc(-c2cc(O)c3ncccc3c2)cc1	0	.	4	.	.	2	-8	42	.
CCN(C(=O)COC(=O)c1cc(S(=O)(=O)N(C)C)ccc1Cl)C1CCS(=O)(=O)C1 (stereo unspecified)	-2	-7	0	1	2	-1	-2	4	-3
COc1ccc(CC(=O)N2CCN(C(=O)Cc3ccc(OC)cc3)CC2)cc1	3	1	4	-3	-2	3	1	5	-5
COc1ccc(-c2cc(C)no2)cc1S(=O)(=O)NCc1cccc(C)c1	-2	2	-1	3	0	3	0	1	3

Given with values under each structure: 12 of the compounds above.
The line under a structure holds: pPAFAH inh, LYPLA1 inh, PAFAH1B2 inh, PME-1 inh, GSTO1 inh, PAFAH1B3 FP inh, PAD4 FP inh, PREPL inhibitor, LYPLA2 counter
- CC(=O)c1ccc(NC(=S)N2CCCC(C(F)(F)F)C2)cc1 (stereo unspecified)
 : 1, -3, 4, 4, 3, -3, -1, 6, -3
- CC(C)C(NC(=O)CNC(=O)OC(C)(C)C)C(=O)NCc1ccccc1 (stereo unspecified)
 : -3, -2, 3, 3, 4, 7, 0, 18, 1
- CCC(=O)NC(Nc1sc2c(c1C(=O)OC)CCCC2)(C(F)(F)F)C(F)(F)F
 : 2, 2, 1, 1, -1, 12, -2, 2, -9
- CC1Oc2ccccc2C=C1/C=N/NC(=O)[C@@H](C)NC(=O)OC(C)(C)C (stereo partly specified)
 : 1, 0, 4, 1, -3, 3, 0, 28, -4
- CCCCN(C(=O)c1ccc(-c2ccc(Cl)cc2)o1)c1c(N)n(CC(C)C)c(=O)[nH]c1=O
 : 3, -1, -3, 2, ., 3, -6, 6, -1
- Nc1cc(N)nc(SCC(=O)Nc2ccc3c(c2)OCO3)n1
 : 1, 0, 3, -1, 22, 9, -5, 12, 3
- COc1ccc(CCNC(=O)COC(=O)c2cc3ccccc3oc2=O)cc1OC
 : 1, ., -4, ., ., 9, -12, 7, .
- CCOC(=O)c1ccc[n+](CC(=O)c2ccc(NC(=O)c3ccccc3)cc2)c1
 : 4, -5, 3, -3, -2, 9, 4, -8, -6
- CN(C)CCCNC(=O)c1ccc(-c2cc(O)c3ncccc3c2)cc1
 : 0, ., 4, ., ., 2, -8, 42, .
- CCN(C(=O)COC(=O)c1cc(S(=O)(=O)N(C)C)ccc1Cl)C1CCS(=O)(=O)C1 (stereo unspecified)
 : -2, -7, 0, 1, 2, -1, -2, 4, -3
- COc1ccc(CC(=O)N2CCN(C(=O)Cc3ccc(OC)cc3)CC2)cc1
 : 3, 1, 4, -3, -2, 3, 1, 5, -5
- COc1ccc(-c2cc(C)no2)cc1S(=O)(=O)NCc1cccc(C)c1
 : -2, 2, -1, 3, 0, 3, 0, 1, 3

More compounds
SMILES	pPAFAH inh	LYPLA1 inh	PAFAH1B2 inh	PME-1 inh	GSTO1 inh	PAFAH1B3 FP inh	PAD4 FP inh	PREPL inhibitor	LYPLA2 counter
Cc1cc(C)c(S(=O)(=O)Nc2ccc(O)cc2)cc1C	6	2	6	4	7	-4	0	13	2
O=C1OC2(CCCCC2)OC(=O)C1=CNc1nccs1	-1	0	2	4	-25	2	1	6	9
CSc1nsc(SCC(=O)Nc2c(C)n(C)n(-c3ccccc3)c2=O)n1	-1	0	-2	1	-4	6	0	0	-3
COCCCNC(=S)N(Cc1cccnc1)Cc1ccc(OC)c(OC)c1	3	1	0	-5	3	-5	-3	-5	-3
Cc1cc(/C=C2\SC(=O)N(C)C2=O)c(C)n1-c1ccc(O)cc1	17	5	-4	9	25	7	0	16	8
O=C(NC1(Cc2ccc(O)cc2)CCCCC1)c1ccccc1	7	-2	4	0	7	4	-4	-8	4
COc1ccc(CN2CCN(CCCc3ccccc3)CC2)c(OC)c1	1	1	.	-8	5	.	0	5	-1
COc1ccccc1OCC(=O)N/N=C/c1cccc2cccnc12	7	-2	3	-5	-3	0	7	-1	5
COc1ccc(C(=O)NCC2(c3ccccc3)CCOCC2)cc1[N+](=O)[O-]	-2	1	-4	3	-2	6	1	7	4
CC1(C(=O)Nc2nnc(SCc3ccccc3)s2)Cc2ccccc2C(=O)O1 (stereo unspecified)	12	0	3	-6	-6	9	-1	4	-1
O=C(O)c1ccc(N/N=C/C2=Cc3ccccc3OC2)cc1	22	2	-2	10	7	11	-1	29	11
CC(=O)Nc1cccc(OCC(=O)NS(=O)(=O)c2ccc(Cl)cc2)c1	3	-1	-3	-2	6	-3	0	3	-1
O=S(=O)(Nc1ccccc1Cl)c1cccc2nsnc12	5	3	4	-1	5	9	-1	-4	-3
COc1cc(/C=N/NC(=O)CCn2c3ccccc3c3ccccc32)cc(OC)c1OC	-5	0	0	2	1	6	-2	10	-7
